NPC1 promoter act: NPC1 promoter activation | 2.4% of 320,000 active | Huh7 NPC1 promoter luciferase reporter, 24 h | Potency, µM (doses to about 9.22 µM), for inactives: at the highest dose activation, usual class: activators;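 also: % of control where 0% means no effect; nearly all actives have a fitted effect of over 60% in size; reporter is driven by a mutant NPC1 promoter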
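Luminescence read-out of NPC1 promoter-driven luciferase in stably transfected Huh7 cells; compounds delivered in DMSO and left 24 h at 37C, 5% CO2, qHTS titration format.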
RORg inh: ROR gamma (mouse) transcription inhibition; Drosophila S2 Gal4-RORgamma UAS-luciferase reporter, 20 h; Potency, µM (top dose mostly 53.6 µM), for inactives: top-dose activity change, negative = inhibition, most hits filed as inhibitors; 5.4% of 310,000 active; AID 2551; also: % is scaled to controls: 0 for no effect and ±100 for the full control effect; nearly all actives have a fitted effect of over 60% in size
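A Gal4/UAS one-hybrid system in insect cells: metallothionein-promoter Gal4–ROR gamma fusion plus Photinus luciferase reporter. Copper sulfate 700 uM final, 20 hr ambient incubation, luminescent detection after 10 min with reagent.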
Rab9 prom act: Rab9 promoter activation; 2.8% of 320,000 active; Huh7 Rab9 promoter-luciferase reporter, luminescence, 24 h; Potency, µM (series often up to 9.22 µM), for the others: top-dose activation, negative = inhibition, actives largely listed as activators; AID 485297; also: % of control where 0% means no effect; nearly all actives have a fitted effect of over 60% in size
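Luciferase signal after 10 min detection reagent at ambient indicates Rab9 promoter upregulation; stably transfected Huh7 cells were treated 24 h with compound in DMSO at 37 °C, 5% CO2.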
VP16 counter: Gal4-VP16 reporter inhibition counter-screen; Drosophila S2 Gal4-VP16 UAS-luciferase, luminescence, 20 h; Potency, µM (top dose mostly 53.6 µM), for the others: at the top dose activity, negative = inhibition, actives largely listed as inhibitors; 3.5% of 310,000 active; AID 2546;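 also: Gal4-VP16 expression switched on by copper sulfate through the metallothionein promoter; % is scaled to controls: 0 for no effect and ±100 for the full control effect; nearly all actives have a fitted effect of over 50% in size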
uPA surface inh: cell surface uPA generation inhibition | cell surface uPA generation assay, qHTS | Potency, µM (highest dose often 38.3 µM), without a hit: at the top dose activity change, negative = inhibition, hits mostly inhibitors | 0.31% of 330,000 active | AID 540303; active = well fitted inhibition curve with a large enough effect; inconclusive = small, poorly fitted or top-dose-only effect; inactive = no such curve, though single readings can be large or run the other way; tested in mouse RAW 264.7 cells; also: % is scaled to controls: 0 for no effect and ±100 for the full control effect; nearly all actives have a fitted effect of over 55% in size
MBNL1-CUG inh: MBNL1-poly(CUG) RNA binding inhibition; TR-FRET MBNL1-His/biotin-(CUG)12 binding, 665/545 ratio; AID 2675; Potency, µM (series often up to 57.5 µM), inactives show top-dose activity change, negative = inhibition, actives largely listed as inhibitors; Q9NR56; 0.036% of 280,000 active; active = well fitted inhibition curve with a large enough effect in the signal ratio, with a control signal flat, not every such curve was filed as active; inconclusive = small, poorly fitted or top-dose-only effect, or effect the other way, or a change in a side signal; inactive = no such curve, though single readings can be large or run the other way; the % refers to the signal ratio; also: % is scaled to controls: 0 for no effect and ±100 for the full control effect
Target sequence (Q9NR56 whole entry, looked up): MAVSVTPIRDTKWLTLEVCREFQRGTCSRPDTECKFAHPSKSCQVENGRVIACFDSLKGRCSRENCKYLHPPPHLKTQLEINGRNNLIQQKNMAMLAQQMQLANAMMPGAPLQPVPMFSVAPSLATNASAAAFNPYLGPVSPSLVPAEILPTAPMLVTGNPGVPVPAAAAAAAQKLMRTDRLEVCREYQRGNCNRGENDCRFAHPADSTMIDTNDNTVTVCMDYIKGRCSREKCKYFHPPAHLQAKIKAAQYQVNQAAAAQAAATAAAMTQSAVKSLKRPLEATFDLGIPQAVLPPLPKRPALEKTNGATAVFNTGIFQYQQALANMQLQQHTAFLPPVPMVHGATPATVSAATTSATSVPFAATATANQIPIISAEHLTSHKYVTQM
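Compound titration spanned 92 nM–58 uM against the MBNL1-His/biotin-(CUG)12 complex. After 60 min at room temperature with 5 nM streptavidin-XL665 and 0.055 ng/ul terbium anti-His, ratiometric 665/545 nm emission (Ex 340 nm) normalized to controls.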
p53 reactivator: re-activators of mutant p53; H1299 p53-A138V BP100-luciferase reporter, luminescence, 24 h; Potency, µM (top dose mostly 92.2 µM), for the others: at the top dose activity change, positive = activation, most hits filed as activators; 0.063% of 320,000 active; AID 504706; also: % of control where 0% means no effect; nearly all actives have a fitted effect of over 45% in size
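p53-null H1299 cells stably carrying temperature-sensitive p53-A138V and a BP100-luciferase reporter were pinned with compounds (4-point, 1:5 series) and held 24 hrs at 37 deg C. Luminescence was read 10 min after detection reagent.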
BRCA1 expr up: activators of BRCA1 expression. MCF7-BRCA1-FFLuc reporter, luminescence, 48 h; response scale: scaled: vehicle 0%, 10 µM genistein 100%. Potency, µM (titrated, usually from 46.1 µM), for the others: at the highest dose activation, actives largely listed as activators. 1.1% of 380,000 active. AID 624202; also: nearly all actives have a fitted effect of over 80% in size; some results filed as inactive show a strong effect at the top dose
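MCF7-BRCA1-FFLuc cells, 2000/well in phenol-red-free MEM, attached 2 h then treated 48 h at 37 C. Luciferase luminescence read 15 min after reagent; normalized to genistein maximum activation (10microM) and DMSO, concentration-response fitted.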
ELG1 genotox: induces genotoxicity in HEK293T cells with luciferase-tagged ELG1 | AID 504466 | HEK293T ELG1-luciferase reporter, luminescence, 16 h | 1.3% of 330,000 active | Potency, µM (titrated, usually from 46 µM), inactives show at the highest dose activity change, positive = activation, usual class: activators; also: % of control where 0% means no effect; nearly all actives have a fitted effect of over 60% in size
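ELG1-luciferase HEK293T cells, 2,000/well; compound pinned in; 16 hr, 37 °C, 5% CO2; ONE-Glo, 30 min RT; luminescence on CCD imager.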
FLuc modulator: counter-screen for miR-21 project: firefly luciferase inhibitors or activators. purified FLuc, Km substrates, luminescence inhibition. Potency, µM (top dose mostly 57.5 µM), without a hit: at the highest dose activity change, negative = inhibition, usual class: inhibitors. 6.9% of 360,000 active. AID 588342;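 also: plate controls were vehicle for no effect and reference inhibitor for full effect; nearly all actives have a fitted effect of over 55% in size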
Target sequence (P08659 whole entry, looked up): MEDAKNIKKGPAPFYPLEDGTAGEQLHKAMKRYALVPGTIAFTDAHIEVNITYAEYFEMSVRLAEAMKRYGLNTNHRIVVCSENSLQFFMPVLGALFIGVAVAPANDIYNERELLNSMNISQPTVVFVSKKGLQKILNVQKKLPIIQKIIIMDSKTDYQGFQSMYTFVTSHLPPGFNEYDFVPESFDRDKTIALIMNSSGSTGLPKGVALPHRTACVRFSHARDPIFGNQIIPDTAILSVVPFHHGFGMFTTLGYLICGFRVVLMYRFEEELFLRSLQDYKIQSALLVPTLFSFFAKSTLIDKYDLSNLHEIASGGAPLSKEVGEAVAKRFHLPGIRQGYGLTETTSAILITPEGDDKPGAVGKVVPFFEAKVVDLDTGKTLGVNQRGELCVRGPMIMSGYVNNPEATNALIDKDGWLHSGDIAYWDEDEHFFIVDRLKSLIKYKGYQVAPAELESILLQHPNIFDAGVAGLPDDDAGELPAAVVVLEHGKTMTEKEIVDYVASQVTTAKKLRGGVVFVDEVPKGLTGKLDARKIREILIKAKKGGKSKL
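Purified P. pyralis luciferase (10nM final) with 10uM D-luciferin and 10uM ATP (Km levels) in 50mM Tris acetate pH 7.5, 10mM Mg acetate, 0.01% Tween-20, 0.05% BSA; qHTS 6-point titration, ~60 µM downward; luminescence read.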
* marks the source's active call; other numbers are inactive results; ? = inconclusive; nt = not tested or not shown; & = joins results of further samples; [ ] = remark or other dose. Unless noted, calls follow the shape of the dose curve; as a rule, active = well fitted curve in the direction sought with a large enough effect; inconclusive = small, poorly fitted or top-dose-only effect, or another doubt; inactive = no such curve, though single readings can be large; an effect the other way counts as inactive or inconclusive. Potency is read from the fitted curve at half-maximal effect.

SMILES	NPC1 promoter act	RORg inh	Rab9 prom act	VP16 counter	uPA surface inh	MBNL1-CUG inh	p53 reactivator	BRCA1 expr up	ELG1 genotox	FLuc modulator
CCNC(=O)Oc1ccc(-c2csnn2)cc1	11%	-4%	3%	-6%	-1%	nt	1%	40%	-4%	1%
Cc1ccc(SCC(=O)OCC(=O)NCc2cccs2)cc1	-1%	nt	3%	nt	4%	nt	6%	-12%	-1%	-3%
O=C(Nc1ccc(Cl)cc1)Nc1ccc2c(c1)N1CCN=C1S2	10%	8%	11%	-9%	-3%	-2%	?	-58%	-6%	8.5µM*
CCCOC(=O)C1=C(C)NC(=O)NC1c1ccc(Br)s1 (stereo not given)	-7%	1%	-3%	-7%	-2%	-2%	-3%	-7%	5%	-2%
O=C(NCc1ccc(F)cc1Cl)C1CCN(S(=O)(=O)N2CCCCC2)CC1	0%	33%	0%	0%	7%	-9%	8%	13%	0%	4%
CC(=O)c1cc(-c2ccccc2)n(CC(=O)N2CCC(N3CCCCC3)CC2)c1C	-3%	-1%	-3%	-2%	-10%	-5%	13%	-3%	-1%	-1%
Cc1ccc(C(=O)NN2C(=O)/C(=C/c3cn(C)c4ccccc34)SC2=S)cc1	14%	10%	8%	-14%	0%	13%	6%	-2%	-4%	?
Cc1ccc(-c2csc(NC(=O)CSc3nnc4c(n3)[nH]c3ccccc34)n2)cc1	-2%	?	-11%	-10%	-5%	3%	-2%	-29%	4%	-2%
O=[N+]([O-])/C(N=Nc1ccccc1)=N\Nc1ccccc1	-10%	1%	-4%	-6%	2%	11%	11%	-33%	10%	1%
O=C(CN1CCN(S(=O)(=O)c2ccccc2F)CC1)Nc1ccccc1C(=O)c1ccccc1	-5%	6%	-4%	-2%	-13%	-1%	10%	-66%[inhibitor]	-9%	-1%
COc1ccc(CC(=O)OCc2nnc(C3COc4ccccc4O3)o2)cc1OC (stereo not given)	-2%	35%	0%	-9%	4%	-5%	18%	15%	-1%	2%
CSc1ccccc1NC(=O)Cc1ccc(Br)cc1	-5%	-8%	-1%	-12%	0%	-8%	7%	-25%	0%	-15%
CC(C)C(NC(=O)C1CCC(C(C)(C)C)CC1)C(=O)NCc1cccnc1 (stereo not given)	-5%	5%	-5%	3%	-2%	2%	3%	0%	-8%	6%
O=C(O)Cc1sc(N/N=C\c2ccncc2)nc1-c1ccccc1	-5%	-20%	-5%	19%	6%	?	-2%	-28%	-1%	15µM*
O=C(NC1CCCC1)c1nc2c(nnn2Cc2ccccc2Cl)c(=O)[nH]1	4%	-37%	4%	17%	-3%	5%	-2%	-1%	4%	-5%
COc1ccc(C(=O)/C=C/c2ccc(N3CCCCC3)c([N+](=O)[O-])c2)c(OC)c1	0%	?	-14%	-6%	-5%	22%	-5%	-89%[inhibitor]	-1%	-13%
CC(C)CNC(=O)CC(NCC(C)C)C(=O)O (stereo not given)	-4%	4%	2%	-2%	nt	-33%	3%	nt	0%	9%
O=c1oc(-c2cccs2)nc2c1cnn2-c1ccccc1	2%	-12%	9%	-24%	nt	-3%	0%	27%	0%	-7%
COC(=O)Cn1cc(C(=O)C2CC2)c2ccccc21	0%	?	13%	-17%	8%	4%	18%	-4%	-4%	2%
COc1cc(O)c(C(CCN2CCCCC2)c2cc(OC)c(OC)c(OC)c2)c(OC)c1 (stereo not given)	0%	-14%&-27%	-6%	3%&-11%	-12%	-1%	-4%	3%	7%	-1%
COc1cccc(C(=O)OCCN2CCOCC2)c1	9%	-3%	-1%	-1%	-4%	-12%	8%	36%	2%	-16%
O=C(NC(CO)C(O)c1ccc([N+](=O)[O-])cc1)C(Cl)Cl (stereo not given)	2%	18%&28%	-3%	5%&-2%	1%	20%	0%	12%	-1%	-1%
COC(=O)c1ccc2[nH]c(C)c(CN3CCCC3)c(=O)c2c1	-16%	-9%	4%	-13%	4%	-13%	4%	1%	5%	7%
O=c1cc(NS(=O)(=O)c2ccccc2)nc(SCc2ccccc2Cl)[nH]1	-4%	-23%	-3%	-8%	-3%	0%	-5%	-67%	10%	-2%
COC(=O)c1scc(S(=O)(=O)C(C)(C)C)c1N	2%	-1%	3%	-7%	1%	nt	4%	-20%	-1%	6%
CCN(CC)CCNC(=O)c1cn(CCOC)c(=O)c2c1c1ccccc1n2C	0%	-8%	-3%	-1%	3%	4%	-2%	11%	2%	-1%&1%
O=C(O)c1ccc2c(=O)n(Cc3ccccc3)c(SCc3ccc([N+](=O)[O-])cc3)nc2c1	-8%	-26%	-2%	-20%	5%	4%	1%	-1%	0%	0%
Cc1ccc(NC(=S)N2CCCCCC2)c(C)c1	26%	?	18%	18µM*	3%	-2%	18%	51%	16%	?
Cc1ccc(S(=O)(=O)Nc2ccc(Br)cc2C(NCC(=O)O)c2ccccc2)cc1 (stereo not given)	-3%	4%	2%	-10%	0%	-9%	3%	-10%	-1%	2%
O=C(c1ccccc1)C(C(=O)N1CCCCC1)n1ccccc1=O (stereo not given)	-3%	4%	-2%	-7%	14%	-2%	1%	1%	-1%	-17%
O=C(NCC1CCCO1)c1cc(NS(=O)(=O)c2cccs2)cc(NS(=O)(=O)c2cccs2)c1 (stereo not given)	-1%	12%	-2%	3%	6%	-15%	4%	-6%	0%	-17%
COc1ccc(C)cc1NC(=O)CN1CCCC1c1ccc2c(c1)OCCCO2 (stereo not given)	nt	nt	nt	nt	-2%	nt	6%	-42%	-10%	nt
CCOc1ccc(C(=O)NC(C(=O)NCCc2ccc(OC(F)F)cc2)C(C)C)cc1 (stereo not given)	-6%	-2%	-2%	1%	2%	1%	5%	-10%	-7%	-2%
CCOC(=O)Cc1csc(NC(=O)c2ccc([N+](=O)[O-])cc2[N+](=O)[O-])n1	-8%	nt	2%	nt	-2%	?	nt	-27%	-5%	1%
CCN(c1ccccc1)S(=O)(=O)c1ccc(OC)c(NC(=O)C2CC(=O)N(Cc3ccccc3)C2)c1 (stereo not given)	-2%	?	0%	-12%	0%	1%	-5%	-1%	-9%	-2%
Cc1noc(C)c1S(=O)(=O)N(CC(=O)Nc1ccc2c(c1)OCO2)c1ccc(C(C)C)cc1	-1%	15%	-2%	-10%	4%	-15%	2%	-5%	-1%	-1%
CCCCSc1nnc(-c2c[nH]c3ccccc23)n1C	?	?	?	17%	?	6%	?	?	?	15µM*
O=c1oc(-c2ccc([N+](=O)[O-])cc2)nc2ccccc12	11%	12%	13%	-15%	-12%	nt	-2%	93%	11%	-10%
O=C(N/N=C/c1ccc(F)cc1)c1cc(-c2ccco2)nc2ccccc12	-18%	27%	-4%	0%	-7%	-1%	-1%	-55%	1%	3µM*
O=C(CSc1ncccn1)NCc1cccc(Cl)c1	12%	10%	25%	14%	-12%	-1%	6%	11µM*	16%	?
O=C(/C=C/c1cccc([N+](=O)[O-])c1)OC1CCCCC1=O (stereo not given)	-2%	22%	10%	30%	-15%	20%	27%	15%	5%	-6%
CCn1cc(CNC(=O)c2ccc3nc(Cc4ccc(OC)cc4)oc3c2)cn1	-5%	0%	-3%	?	-7%	3%	14%	2%	-5%	2%
O=[N+]([O-])c1ccc(CN2CCCCCC2)s1	0%	-12%	2%	-11%	1%	?	?	0%	0%	-1%

Fetched one by one from above (5):
SMILES	NPC1 promoter act	RORg inh	Rab9 prom act	VP16 counter	uPA surface inh	MBNL1-CUG inh	p53 reactivator	BRCA1 expr up	ELG1 genotox	FLuc modulator
CC(C)CNC(=O)CC(NCC(C)C)C(=O)O (stereo not given)	-4%	4%	2%	-2%	nt	-33%	3%	nt	0%	9%
O=c1oc(-c2ccc([N+](=O)[O-])cc2)nc2ccccc12	11%	12%	13%	-15%	-12%	nt	-2%	93%	11%	-10%
COc1cc(O)c(C(CCN2CCCCC2)c2cc(OC)c(OC)c(OC)c2)c(OC)c1 (stereo not given)	0%	-14%&-27%	-6%	3%&-11%	-12%	-1%	-4%	3%	7%	-1%
O=C(Nc1ccc(Cl)cc1)Nc1ccc2c(c1)N1CCN=C1S2	10%	8%	11%	-9%	-3%	-2%	?	-58%	-6%	8.5µM*
O=C(NCC1CCCO1)c1cc(NS(=O)(=O)c2cccs2)cc(NS(=O)(=O)c2cccs2)c1 (stereo not given)	-1%	12%	-2%	3%	6%	-15%	4%	-6%	0%	-17%

High-throughput results deposited in PubChem by National Center for Advancing Translational Sciences (NCATS).
